High-throughput results from PubChem BioAssay.
ASAP1 inh: inhibitors of human ASAP1 ArfGAP activity, primary screen, biochemical, fluorescence polarization | ASAP1-stimulated ARF1 GTP hydrolysis, GDP FP detection | AID 624377, 2012 | inhibition, % at 16.5 µM | 360,000 tested, 0.19% active; in the data active means inhibition above about 25%;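 further: 0% = vehicle with enzyme and substrate and 100% = no enzyme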
ADAM10 inh: human ADAM10 inhibitors, primary screen, biochemical, QFRET, HTS; Disintegrin and metalloproteinase domain-containing protein 10 (Homo sapiens), O14672; recombinant ADAM10, EDANS/DABCYL FRET peptide cleavage, 3 h; inhibition, % at 7 µM; 370,000 tested, 0.62% active; AID 720582, 2013;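 active means inhibition above a per-campaign cutoff equal to the mean of compounds falling between control-based bounds plus 3 SD, cut at about 20% in these data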;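 further: 0% = DMSO wells while the 100% control is not disclosed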
Target sequence (O14672 214-748 limits assumed): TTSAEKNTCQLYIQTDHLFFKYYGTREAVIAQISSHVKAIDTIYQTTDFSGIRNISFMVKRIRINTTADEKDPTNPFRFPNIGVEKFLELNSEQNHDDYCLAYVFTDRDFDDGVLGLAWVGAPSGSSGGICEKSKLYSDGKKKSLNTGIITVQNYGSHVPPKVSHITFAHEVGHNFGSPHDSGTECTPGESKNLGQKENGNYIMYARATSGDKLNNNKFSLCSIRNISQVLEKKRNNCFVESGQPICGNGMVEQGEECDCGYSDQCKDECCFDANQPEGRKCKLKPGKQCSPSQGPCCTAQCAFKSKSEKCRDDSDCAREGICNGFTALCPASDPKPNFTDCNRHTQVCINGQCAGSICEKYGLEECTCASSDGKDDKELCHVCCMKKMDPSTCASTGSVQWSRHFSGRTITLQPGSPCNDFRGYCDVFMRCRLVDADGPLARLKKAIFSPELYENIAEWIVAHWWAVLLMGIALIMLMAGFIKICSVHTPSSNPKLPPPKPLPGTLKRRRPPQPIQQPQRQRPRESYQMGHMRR
ARFGAP1 inhibitor: inhibitors of rat ARFGAP1 GAP activity, primary screen, biochemical, fluorescence polarization, GDP tracer. ADP-ribosylation factor GTPase-activating protein 1 (Rattus norvegicus), Q62848. Arfgap1-stimulated ARF1 GTP hydrolysis, GDP FP detection. inhibition, % at 16.5 µM. 360,000 tested, 0.26% active;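 active means inhibition above a per-plate limit, mean inhibition of low control wells plus 3 SD, cut at about 25% in these data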;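 further: 0% = DMSO wells with enzyme and 100% = wells lacking Arfgap1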
Target sequence (Q62848 1-136 limits assumed): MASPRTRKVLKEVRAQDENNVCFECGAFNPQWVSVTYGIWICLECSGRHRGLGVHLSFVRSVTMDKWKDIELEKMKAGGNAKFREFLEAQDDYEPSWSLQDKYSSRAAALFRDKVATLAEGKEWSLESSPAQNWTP
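System: truncated rat Arfgap1 GAP domain / Benchmarks: high control wells lacking Arfgap1, low control full reaction with DMSO / Times: compound-enzyme preincubation 20 min, reaction 120 min, detection 60 min, 25 °C / Repeats: one replicate per compound / Also added: human ARF1(Δ1-17)-GTP substrate / Measured by: Tracer-displacement fluorescence polarization with EDTA stop, 620/688 nm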
LEDGF integ inh: blockers of LEDGF/p75-dependent integrase strand transfer – biochemical, TR-FRET, high throughput, primary screen; HIV-1 integrase (with human LEDGF/p75); TR-FRET IN-LEDGF/p75 DNA integration, Eu/Cy5; inhibition, % at 3.7 µM; 370,000 tested, 0.64% active;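 active means inhibition above the screen-wide mean plus 3 SD, cut at about 13% in these data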;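 further: signal is the Cy5 over europium emission ratio at 671 and 618 nm; 0% = plate median of compound wells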
ADAM17 inh: ADAM17 inhibitors, primary screen, biochemical, QFRET | Disintegrin and metalloproteinase domain-containing protein 17 (Homo sapiens), P78536 | inhibition, % at 6.95 µM | recombinant ADAM17, EDANS/DABCYL FRET peptide cleavage | 370,000 tested, 0.83% active;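 active means inhibition above the mean of compounds lying between control limits plus 3 SD, set per campaign, cut at about 8.5% in these data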;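 further: 0% = DMSO-only wells as the low control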
PLC-gamma1 inh: PLC-gamma1 enzyme inhibitors, primary screen, biochemical, fluorescence, purified enzyme; 1-phosphatidylinositol 4,5-bisphosphate phosphodiesterase gamma-1 (Homo sapiens), P19174; fluorogenic substrate; inhibition, % at 12.2 µM; 370,000 tested, 0.84% active; AID 720700, 2013; in the data active means inhibition above about 9.5%
proKLK7 act: proKLK7 zymogen activators, primary screen, biochemical, fluorescence intensity; Kallikrein-7 (Homo sapiens), P49862; activation, % at 7 µM; AID 652039, 2013; purified proKLK7, EDANS-DABCYL substrate fluorescence; 100% is mature enzyme control, 0% vehicle; 370,000 tested, 0.9% active;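 active means activation above the mean of all tested compounds plus 3 SD, computed per campaign excluding outliers beyond control limits, cut at about 13% in these data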
Target sequence (P49862 whole entry, looked up): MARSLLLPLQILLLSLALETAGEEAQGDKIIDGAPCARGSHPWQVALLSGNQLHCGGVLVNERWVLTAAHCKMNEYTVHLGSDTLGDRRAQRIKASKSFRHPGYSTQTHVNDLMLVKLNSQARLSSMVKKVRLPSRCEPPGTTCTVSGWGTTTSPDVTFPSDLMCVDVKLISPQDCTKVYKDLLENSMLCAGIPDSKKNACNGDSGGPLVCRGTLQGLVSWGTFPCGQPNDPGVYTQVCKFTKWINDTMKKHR
Tn6 DDE FP: inhibitors of Tn6 peptide binding to fibrin DD(E), primary screen, biochemical, fluorescence polarization, human fibrin, Tn6 probe; Fibrin DD(E) TRITC-Tn6 fluorescence polarization displacement; 370,000 tested, 0.21% active; inhibition, % at 8.3 µM;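 active means inhibition above a per-campaign cutoff: mean of compounds within control limits plus 3 SD, cut at about 15% in these data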;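 further: 0% = median of all compound wells on the plate and 100% = blocking peptide control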
TDP2 inh: human TDP2 enzyme inhibitors, primary screen, biochemical, epi absorbance, recombinant enzyme. 370,000 tested, 0.34% active. inhibition, % at 12.8 µM. Tyrosyl-DNA phosphodiesterase 2 (Homo sapiens), O95551. T5PNP hydrolysis, p-nitrophenol absorbance 415 nm;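 active means inhibition above the mean of all tested compounds plus 3 SD, set per campaign, cut at about 25% in these data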;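 further: 0% = DMSO with enzyme and 100% = buffer with substrate but no TDP2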
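Read-out basis: percent inhibition. System: recombinant human TDP2. Buffer or medium: Mg2+-containing Tris-HCl buffer, pH 7.5. Repeats: single replicate. Timing: reaction 2 h, 37 °C. Benchmarks: high control without enzyme, low control DMSO plus TDP2. Probe or stimulus: 5 mM T5PNP. Doses: 12.8 µM only. Measured by: epi absorbance of p-nitrophenol freed from T5PNP by hydrolysis.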
Tn7 DDE FP: inhibitors of Tn7 peptide binding to fibrin DD(E), primary screen, biochemical, fluorescence polarization, human fibrin, Tn7 probe; FP displacement of FITC-Tn7 peptide from fibrin DD(E); 0% = median of compound wells per plate; inhibition, % at 8.3 µM; 370,000 tested, 0.13% active;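 active means inhibition above the mean of compounds falling within the control limits plus 3 SD of them, cut at about 14% in these data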;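 further: 0% = plate median of compound wells and 100% = 10 µM Aha-Tn7 peptide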
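Assay system: Human clot-derived fibrin DD(E) complex | Buffer or medium: Tris/NaCl/CaCl2 buffer, pH 7.8 | Repeats: One replicate per compound | Benchmarks: Aha-Tn7 high control | Measure: % inhibition scaled between sample-field median and high-control FP | Schedule: 10 min plus 3 h, room temperature | Signal: Fluorescence polarization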
* marks the source's active call; other numbers are inactive results; . = no result given. The order is random (roughly 4.2% active in at least one column).

SMILES	ASAP1 inh	ADAM10 inh	ARFGAP1 inhibitor	LEDGF integ inh	ADAM17 inh	PLC-gamma1 inh	proKLK7 act	Tn6 DDE FP	TDP2 inh	Tn7 DDE FP
O=C(Cc1ncc(C(F)(F)F)cc1Cl)NCCc1ccccn1	12	1	3	2	-1	2	-0.6	-6	-9	-12
COc1ccc(C(O)c2nc(-c3ccc(N(C)C)cc3)cs2)cc1 (configuration not stated)	-1	7	20	1	6	-5	0.3	-5	-16	-6
Cc1ccc(Nc2c(-c3ccc(C)o3)nc3ncccn23)cc1	5	-7	-6	-2	-5	-196	3.2	0	-4	-7
O=C(CCc1ccccc1)Nc1ccncc1	-1	-1	16	6	1	4	-0.5	-6	-14	1
O=C(c1cc2c(c(-c3cccc(-c4ccc(F)cc4)c3)n1)[C@H](CCO)N(C(=O)c1ccc3c(c1)OCO3)C2)N1CCOCC1	-1	2	-1	-3	1	-2	-0.2	2	-6	0
CC(=O)N1CCN(c2ccc(NC(=O)C(c3ccccc3)c3ccccc3)cc2)CC1	5	4	7	-3	8	3	-0.1	-3	-3	0
O=C(/C=C/c1cccc(Cl)c1)N1CCC(Cc2ccccc2)CC1	-4	15	-2	1	3	1	0.6	-6	-2	-8
CCCSC1=N/C(=C/c2ccsc2)C(=O)N1c1ccccc1	-1	-6	6	2	-4	1	-0.1	-1	17	-3
CC(=O)Nc1ccc(NC(=O)CSc2nc(N)c(NC(=O)c3ccco3)c(=O)[nH]2)cc1	-4	1	-3	3	-2	12*	-1.2	6	-16	-1
O=C(/C=C/c1ccccc1O)c1ccco1	6	1	1	2	3	-2	0.7	-1	13	0
Nc1ncc(N=Nc2cc(C(=O)O)ccc2Cl)s1	8	-8	11	1	-8	-7	-0.7	3	13	2
Cc1cn(CC(=O)NCC(C)c2ccccc2)c(=O)[nH]c1=O (configuration not stated)	0	-5	6	4	2	5	0.3	-1	-19	-8
COc1cc(C(=O)Nc2nnc(CC(=O)N3CCOCC3)s2)cc(OC)c1OC	7	5	1	0	4	2	-0.4	-10	5	-4
CCC(C(=O)NC1CCCCCC1)c1ccccc1 (configuration not stated)	-2	-3	-3	-7	-4	-2	-0.3	3	-9	0
CCN1C(=O)/C(=C/c2cc(C)n(C)c2C)SC1=Nc1ccc(OC)cc1	3	3	0	-2	0	0	-0.4	-3	-2	-5
Cc1c(NC(=O)CSc2nncn2-c2ccccc2)c(=O)n(-c2ccccc2)n1C	7	2	-3	-4	-3	-2	-0.1	-1	-4	8
COC(=O)c1ccc(Cn2ccc3ccc(-c4ccc5ccn(C(=O)c6ccccc6)c5c4)cc32)cc1	.	-30	.	-2	-9	-27	-23	7	-1	8
COc1ccc(Cl)cc1NC(=O)C1CCN(S(C)(=O)=O)CC1	-2	2	-2	-1	-1	1	0.5	6	4	2
COc1ccc(CN(C(=O)CSc2nnc(-c3c[nH]c4ccccc34)o2)c2ccc(F)cc2)cc1OC	20	22*	12	1	8	5	0.6	-6	0	4
CCCn1c(SCC(=O)N(C)C2CCS(=O)(=O)C2)nc2sc3c(c2c1=O)CCC3 (configuration not stated)	6	-1	-3	0	-3	0	0.5	0	7	5
Cc1ccc(C)c(N2CCN(C(=O)Cc3ccc(-n4c(=O)[nH]c5ccsc5c4=O)cc3)CC2)c1	0	5	-6	1	-3	2	-0.3	-3	8	-6
CCOC1=C2CN(S(=O)(=O)c3ccc(C)cc3)[C@@H](c3ccccc3)C[C@H]2[C@H]2C(=O)N(c3ccccc3)C(=O)[C@H]2C1	4	2	4	1	0	-22	0.6	-3	3	-6
CC(=O)c1c(C)[nH]c(C(=O)OCC(=O)NCCc2ccc(Cl)cc2)c1C	15	-12	1	0	6	11*	0.1	-6	-2	-4
CCC(=O)c1ccc(OCCN2CCOCC2)cc1	-3	-5	-6	2	-1	-1	-0.1	0	-4	-3
CC1CC(C)CN(c2cc3c(cc2[N+](=O)[O-])C(=O)N(c2ccccc2)C3=O)C1 (configuration not stated)	21	2	3	2	0	3	-0.7	3	-3	-8
O=C(COC(=O)c1ccc[nH]c1=O)NCC12CC3CC(CC(C3)C1)C2	11	-20	6	2	-3	2	0.1	6	-4	-6
CCOCCCn1c(SCC(=O)Nc2cccc(OC)c2)nc2ccccc2c1=O	-7	-7	0	2	-4	5	0.5	-7	-16	-2
CC1=C(C(=O)N(C)C)CC(CC(=O)NCCc2ccccn2)C(=O)N1Cc1ccc(C(C)(C)C)cc1 (configuration not stated)	1	-11	2	-1	-3	-1	0.9	-4	-7	3
CCN(c1ccccc1)S(=O)(=O)c1ccc(Cl)c(NC(=O)CSc2nncs2)c1	-5	2	-7	-2	0	2	0.0	4	-4	9
c1ccc(-c2nc(NC3CCCC3)c3ccccc3n2)cc1	4	10	-3	7	4	2	-1.3	-7	-19	-11
Cc1cccc(C)c1N(CC(=O)N1CCN(c2ccccc2F)CC1)S(C)(=O)=O	15	-7	9	-5	0	3	0.7	-9	-10	-3
O=[N+]([O-])c1ccc(-c2nc(Nc3cccc(O)c3)c3ccccc3n2)cc1	13	31*	20	2	13*	3	0.3	-5	-4	12
CCOC(=O)c1c(NC(C)=O)sc2c(OCCN(CC)CC)c(Br)ccc12	-1	-48	-4	-7	-12	-9	-0.3	0	-6	-1
Cc1c(Br)c([N+](=O)[O-])nn1CC(=O)NC1CCCCCC1	7	5	11	2	0	4	-0.3	-1	-14	-11
N#CNC(=Nc1cccc(F)c1)SCc1cccc(F)c1	3	2	-3	-1	1	1	0.2	0	-5	-5
CC(=O)/C(N=Nc1cc2c(cc1[N+](=O)[O-])OCCO2)=C(\C)O	-3	8	-7	1	1	3	-0.1	-3	-2	-2
COc1ccc(OC)c(CN2C(=O)c3ccccc3C2c2nnnn2Cc2ccccc2)c1 (configuration not stated)	-1	1	-4	-1	-3	2	-0.7	-3	-1	10
CCNc1ccc(S(=O)(=O)N(C)C)cc1NCC(=O)Nc1ccc(F)c(Cl)c1	8	12	-3	0	1	-1	0.1	4	0	4
COc1ccc(S(=O)(=O)Nc2ccc(N3CCOCC3)nc2)cc1	-8	-17	-3	4	-4	-4	1.3	-11	4	-3
Cc1cc(C(=O)OCC(=O)NCc2cccs2)c2ccccc2n1	-9	-10	-2	2	-3	-4	-0.4	5	13	-2
COCCN(C(=O)COC(=O)Cc1coc2cc(C)ccc12)c1c(N)n(Cc2ccccc2)c(=O)[nH]c1=O	-3	0	-1	7	-1	-2	0.0	1	15	-4
CCc1ccc(S(=O)(=O)NCc2cn3ccsc3n2)s1	-9	-3	-7	-3	-3	2	-0.3	10	1	-4
O=C(OCC(=O)N1CCN(c2ccccc2)CC1)c1cccc([N+](=O)[O-])c1	-3	-7	-1	-3	-3	2	-0.5	-4	-1	-9
CC(C)Cn1c(N)c(C(=O)COC(=O)c2ccc(F)cc2)c(=O)n(C)c1=O	11	-2	5	-4	-1	-2	-0.1	2	-12	9
COc1cc(C(=O)NNC(=S)NCc2ccco2)cc(OC)c1OC	-9	-4	-4	-2	-8	-4	1.0	6	3	-1
Cc1ccc(CNC(=O)C(=O)NCCC2CCCCN2S(=O)(=O)c2cccs2)cc1 (configuration not stated)	-4	-11	9	-6	-3	4	0.0	-9	-6	0
COc1ccc(N2CCN(CCNC(=O)C3CC(=O)N(C4CCCC4)C3)CC2)cc1 (configuration not stated)	6	2	3	0	-4	0	-0.5	2	5	11
Cc1cc(C(=O)COC(=O)c2ccc(N)cc2)c(C)n1-c1c(C)n(C)n(-c2ccccc2)c1=O	0	7	3	-1	1	0	0.1	-1	6	5
